S3 lipid droplet = qHTS Assay for Lipid Storage Modulators in Drosophila S3 Cells | hit rate 0.64% among 320,000 | AID 2685 | Drosophila S3 cells, BODIPY lipid droplet fluorescence, 18-24 h; cells fed with added oleic acid | lipid storage change, negative = inhibition, % at the top dose, mostly 46.1 µM; hits show Potency in µM; active means well fitted inhibition curve with a large enough effect in the signal ratio, with a control signal flat, not every such curve was filed as active; inconclusive means small, poorly fitted or top-dose-only effect, or effect the other way, or a change in a side signal; the % refers to the signal ratio
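Drosophila S3 cells got compounds at several concentrations plus oleic acid (400 uM solution). Laser-scanning cytometry with 488 nm excitation read lipid droplets at 500-530 nm and cells at 575-640 nm. Percent activity was relative to 20 uM Triacsin C.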
S3 lipid droplet cell count max = further read-out of S3 lipid droplet, marked with its call; cell number change, %; measured here: cell count max response;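 cells counted by Cell Tracker Red CMTPX staining in the red channel; peak over a dose series mostly up to 46.1 µM; percent activity relative to internal control wells on each plate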
Active calls of the source: *; i = inactive; ? = inconclusive; nt = no result given; [ ] = another dose, or the depositor's remark. On the % scale 0 is the no-effect control and ±100 the full control effect; potency means the concentration at half of the fitted maximal effect.

S3 lipid droplet | S3 lipid droplet cell count max | SMILES
? | nt | COc1ccccc1N/C(=N/c1nc(C)cc(C)n1)NC(C)=O
? | nt | COc1ccc(-c2nnc(C3CCN(S(=O)(=O)c4ccccc4)CC3)o2)cc1
? | nt | COc1ccc(-n2cc(CN(C)CCO)c(-c3cccc(F)c3)n2)cc1
25% | -8 | COc1cc(NC(=O)Nc2ccc(C)cc2)cc([N+](=O)[O-])c1
? | nt | N=C1C(=O)OCC1c1ccccc1NC(=O)c1ccccc1 (stereo unspecified)
i | -13 | O=C(NCCC1=CCCCC1)C1CCN(S(=O)(=O)c2cccs2)CC1
-22% | -6 | O=C(COc1ccccc1[N+](=O)[O-])N/N=C/C=C/c1ccco1
25% | 21 | Cc1ccc(NS(=O)(=O)c2cc(N)ccc2Cl)c(C)c1
-13% | 8 | Cc1ccc(N(C)S(=O)(=O)c2cccc(C(=O)NNC(=O)c3ccncc3)c2)cc1
? | nt | Cc1nc(SCC(=O)NCC2CCCO2)c2oc3ccccc3c2n1 (stereo unspecified)
2% | 5 | Cc1ccc(NC(=O)N2CCCC2C(=O)Nc2ccc3c(c2)OCO3)cc1 (stereo unspecified)
27% | 32 | COc1ccc(-c2nc(SC(C)C(=O)Nc3ccc(NC(C)=O)cc3)n[nH]2)cc1 (stereo unspecified)
? | nt | O=C(CN1CCOCC1)N1CCN(c2nnc(-c3ccccc3)c3ccccc23)CC1
1.5µM* | -20* | COc1ccccc1CNCC(c1ccccc1)c1ccccc1
? | nt | O=C(/C=C/c1cccc(F)c1)Nc1nccs1
i | -7 | O=C(Nc1nccs1)C1CCN(S(=O)(=O)c2c(Cl)cccc2Cl)CC1
-7% | -8 | COc1ccc(OC)c(S(=O)(=O)NCc2cn3ccsc3n2)c1
? | nt | NC(=O)C[N+]1(CC#CC(O)(c2ccccc2)c2ccccc2)CCCC1
? | nt | C=CCn1c(SCC(=O)N(CC)CC)nc(O)cc1=O
0% | 10 | COc1ccc2nc(NC(=S)NC(=O)c3ccco3)sc2c1
? | nt | O=C1NC(=S)N/C1=C\c1cccc([N+](=O)[O-])c1
13% | -28 | CSc1nnc2c3ccccc3n(CCc3ccccc3)c2n1
? | nt | CCC(=S)/C=C1\Sc2ccccc2N1CCCS(=O)(=O)O
? | nt | CCN(CCNC(=O)C1CCN(S(=O)(=O)c2cccc3nsnc23)CC1)c1ccccc1
4% | 5 | CC(/C=N/Nc1nncc(=O)[nH]1)=C\c1ccccc1
i | -10 | COC(=O)C1CCCN1C(=O)c1cccs1 (stereo unspecified)
? | nt | O=c1oc2ccccc2c(Nc2cccc(O)c2)c1[N+](=O)[O-]
8% | 0 | O=C(CCCc1ccccc1)Nc1nncs1
-6% | 6 | Nc1nc(N)c2nc(-c3ccccc3)c(N)nc2n1
1% | nt | O=S(=O)(c1ccc(-c2ccon2)s1)N1CCCC1
-25% | 11 | O=C(Nc1ccc(Cl)cc1)C1C2CCCCC21 (stereo unspecified)
? | nt | COc1cccc(NC(=O)N2CCCC2C(=O)NC23CC4CC(CC(C4)C2)C3)c1 (stereo unspecified)
1% | 10 | O=C(NCc1ccc(F)cc1)c1cccnc1C(=O)O
? | nt | CC1(C)CC(=O)C(N=Nc2ccc(S(=O)(=O)N3CCCCCC3)cc2)=C(O)C1
? | nt | OCCN(CCO)c1ccc(C(c2ccc(Cl)cc2)c2ccc(N(CCO)CCO)cc2Cl)c(Cl)c1
? | nt | COc1ccc(-c2nc(CS(=O)CC(=O)N3CCc4ccccc4C3)c(C)o2)cc1 (stereo unspecified)
? | nt | COc1ccc(-n2c(CCc3ccccc3)n[nH]c2=S)cc1
? | nt | Cc1nnc(N=c2ssnc2Cl)o1
-10% | 1 | CCOc1ccc(S(=O)(=O)N(CC)CC(=O)N2CCCC2)cc1C
? | nt | Oc1cccc(/C=N/N2CCN(C3c4ccccc4-c4ccccc43)CC2)c1
i | nt | CC(=O)Nc1ccc(S(=O)(=O)NCCCN2CCN(Cc3ccccc3)CC2)cc1Cl
2% | -2 | CCOC(=O)C(Sc1nnc(-c2ccncc2)o1)C(C)=O (stereo unspecified)
8% | -13 | COc1ccccc1C(=O)C1CCCN(Cc2ccc(Oc3ncccn3)cc2)C1 (stereo unspecified)
i | nt | COc1cccc(-n2nnc3c(=O)n(CC(=O)NCC4CCCO4)cnc32)c1 (stereo unspecified)
i | -19 | Cc1cccc(NC(=O)CCS(=O)(=O)c2ccc3c(c2)NC(=O)CS3)n1
? | nt | COc1ccc(NC2CCCN(C(=O)CN3CCOC3=O)C2)cc1OC (stereo unspecified)
? | nt | CCOc1ccc(-n2cc(C(=O)N3CCCCCC3)c3cc(OC)c(OC)cc3c2=O)cc1
-16% | -53 | C/C(CCc1oc2ccc(Br)cc2c1-c1ccc(C)o1)=N/O
? | nt | O=C(c1cc2ccccc2cc1O)N1CCN(c2ccc([N+](=O)[O-])cc2)CC1
i | -5 | NCCCC[C@H](N)c1nnc([C@H](CCC(=O)O)NC(=O)C2CCNCC2)o1
? | nt | O=C(O)CCn1nnc(-c2ccccc2)n1
i | nt | CCOC(=O)c1ccc(N=C2S/C(=C\c3cc(C)n(-c4cccnc4)c3C)C(=O)N2C)cc1
15% | 11 | O=[N+]([O-])c1ccc(OCc2cnc(Cl)s2)cc1
15% | 1 | CC(C)N1CCC(N2CCN(Cc3nc4ccccc4s3)CC2CCO)CC1 (stereo unspecified)
? | nt | CCC(NS(=O)(=O)c1ccc(C)cc1)C(=O)Nc1ccc(NC(C)=O)cc1 (stereo unspecified)
-20% | -23 | CCC1=NN2C(=N)/C(=C\c3ccc(OCc4cc(=O)n5nc(CC)sc5n4)c(OC)c3)C(=O)N=C2S1
13% | -20 | CCC(C)[C@H](NC(=O)N1CC(=O)Nc2ccccc21)C(=O)N1CCC[C@@H]1C(=O)O (stereo partly specified)
i | nt | COc1ccc(NC(=O)C2CCN(C(=O)c3cccs3)CC2)cc1
i | 2 | Cc1ccc(C)c(C(=O)COC(=O)c2ccc(C)c(S(=O)(=O)N3CCOCC3)c2)c1
i | nt | CCOc1cc(N2CCOCC2)c(OCC)cc1NC(=O)COC(=O)CCc1c[nH]c2ccccc12

(more compounds)
S3 lipid droplet | S3 lipid droplet cell count max | SMILES
-2% | -9 | CCOc1cc(/C=N/NC(=O)CSc2nncn2C)ccc1OCc1cccc(C)c1
8% | -2 | COc1cc(/C=C2\SC(=O)N(CC(=O)Nc3cccc(C)c3)C2=O)cc([N+](=O)[O-])c1O
-3% | 14 | COC(=O)C/C=C/[C@@H](C)[C@@H](/C=N/OC[C@@H](C)[C@H](OCc1ccccc1)C(C)C)NS(=O)(=O)c1ccc(C)cc1
-30% | 10 | CCn1c(SCc2cccc(C(=O)O)c2)nnc1-c1ccc(Cl)cc1
? | nt | OCCOCCOc1ccccc1OCCOCCO
17% | 24 | CC(=O)OCCOc1nc(NC(C)C)nc(NC(C)C)n1
0% | 7 | COc1ccc(N2CCN(C(=O)CSc3ccc(C)cc3)CC2)cc1
? | nt | C/C(CC1(O)C(=O)N(C)c2ccccc21)=N\O (stereo unspecified)
-6% | -4 | O=C(NNC(=O)c1ccccc1-n1cccc1)c1ccc(Cl)cc1
-10% | 15 | N#Cc1ccccc1Cn1cc(/C=N/Nc2ccc([N+](=O)[O-])cn2)c2ccccc21
-5% | 5 | CCOC(=O)C1CCCN(Cc2cccc(Oc3ccccc3)c2)C1 (stereo unspecified)
? | nt | COC(=O)c1ccccc1NC(=O)CN(C)Cc1ccccc1
i | -9 | Cc1ccc(C)c(NC(=O)C2CCN(S(=O)(=O)c3ccc4c(c3)NC(=O)CO4)CC2)c1
? | nt | CCCc1sc(N)nc1-c1ccc(C)cc1
? | nt | O=C(Nc1ccc(Br)cc1F)C1CCN(c2nnc(-n3cccc3)s2)CC1
? | nt | O=C(Nc1ccc(OC(F)(F)F)cc1)N1CCN(c2ccnc3cc(Cl)ccc23)CC1
? | nt | COc1ccc([N+](=O)[O-])cc1NS(=O)(=O)c1ccc(Cl)c(C(=O)Nc2sc3c(c2C#N)CCCCC3)c1
? | nt | CCOC(=O)Nc1nc(-c2ccc(Cl)cc2Cl)cs1
-20% | -7 | CCC(=O)n1nc(-c2ccc(Cl)cc2)nc1NCc1ccccc1
? | nt | O=C(Nc1ncccn1)c1cc(-c2cccc(Br)c2)nc2ccccc12
-11% | -5 | CCOC(=O)c1c(C)[nH]c(C)c1C(=O)COC(=O)c1ccccc1O
-12% | 9 | Cc1cccc2c1NC(=O)C2(O)N1CCCC(C)C1 (stereo unspecified)
3% | 0 | CC1(C)CC(=O)C2=C(C1)N(c1ccc(F)cc1)C(=O)C2(O)C(F)(F)F (stereo unspecified)
? | nt | O=C(COC(=O)CCCc1c[nH]c2ccccc12)Nc1ccc2c(c1)OCO2
? | nt | CC(=O)c1c(C)n(-c2cccc(Cl)c2)c2ccc(O)cc12
? | nt | COc1ccc(CNC(=O)C2CC(=O)N(C3CCCC3)C2)cc1 (stereo unspecified)
-9% | -14 | O=C(NC(=S)NNC(=O)c1ccccc1O)c1cccc([N+](=O)[O-])c1
-9% | -8 | COc1cccc(CNC(=O)CCC2CCCN(Cc3ccc(OC(F)F)cc3)C2)c1 (stereo unspecified)
? | nt | CCCc1c(C(=O)N/N=C/c2ccc(OC)c(OCc3ccccc3)c2)nnn1-c1nonc1N
i | nt | C=CCSc1nnc(CC(OC)OC)n1-c1ccccc1
? | nt | Nc1nc2nccc(-c3ccc(Cl)cc3)n2n1
-14% | -1 | N#Cc1c2c(c(-c3ccco3)[nH]c1=O)CCCC2
? | nt | COC(=O)CN1C(=S)N(c2ccc(OC)cc2)C(=O)/C1=C/c1cccs1
18% | -14 | CC(=O)N(Cc1ccc(Br)cc1)c1ccccc1C(=O)O
0% | 3 | CC1(C)S/C(=N/N=C/c2ccco2)NC1=O
? | nt | Cc1c(O)ccc2c(CN3CCOCC3)cc(=O)oc12
0% | 10 | COCCNC(=O)c1c[nH]c2cc(OC)c(OC)cc2c1=O
4%[0.0737 µM] | nt | CC(C)n1nc(C(=O)NNC(=O)c2ccncc2)c2ccccc2c1=O
10% | -13 | Cc1ccc(/C=C2/SC(=O)N(CC(=O)N3CCOCC3)C2=O)s1
11% | -14 | O=C(Nc1ccc2c(c1)OCO2)c1cncc(Br)c1
? | nt | CC1CC1C(=O)OCC(=O)NCc1ccc(Cl)cc1 (stereo unspecified)
? | nt | CCc1noc(C)c1C(=O)NNC(=O)c1cc(OC)c(OC)c(OC)c1
? | nt | COc1ccc(Cc2nc3ccc(C(=O)NCCCSC)cc3o2)cc1OC
? | nt | COc1ccc(C(=O)NCC(=O)OCC(=O)Nc2cc(OC)ccc2OC)cc1
? | nt | O=C(CSc1ccc(-c2cccnc2)nn1)Nc1ccccc1C(F)(F)F
? | nt | O=C(CCC(=O)N(CC(=O)NC1CCCCC1)Cc1ccccc1)Nc1ccccn1
? | nt | CCOC(=O)CC1(NC(=O)c2cc(COc3c(F)cccc3F)on2)CCCCC1
? | nt | COc1ccc(NS(=O)(=O)c2cc(NC(=O)c3nc4nc(C)cc(C)n4n3)ccc2C)cc1
i | nt | N#CC1=C(N)N=C(SCc2ccccc2)C(C(N)=O)C12CCCCC2 (stereo unspecified)
? | nt | Cc1ccccc1CN1N=C(/C=C/c2ccccc2)CCC1=O
-1% | 11 | C=CCSc1nc(-c2ccc(OC)cc2)c(C#N)c(=O)n1CC=C
? | nt | COc1ccc(NC(=O)NCc2ccco2)cc1OC
5% | 5 | Cc1cc(Br)cc2c1NC(=O)C2(c1c(C)n(C)n(-c2ccccc2)c1=O)c1c(C)n(C)n(-c2ccccc2)c1=O
i | 19 | COC(=O)c1cc(S(=O)(=O)N2CCN(c3ccc(C(C)=O)cc3)CC2)c[nH]1
? | nt | NC(=S)Nc1ccc2cc[nH]c2c1
? | nt | CCCc1cc(C(=O)NNC(=S)NCC)c2ccccc2n1

Compound activity: PubChem BioAssay, National Center for Advancing Translational Sciences (NCATS)

Only part of the results is shown (hit frequency here may not be typical).
